GLS inh – qHTS for Inhibitors of Glutaminase (GLS); GLS enzymatic activity, qHTS titration; Potency, µM (series often up to 45.5 µM), for inactives: at the top dose activity change, negative = inhibition, usual class: inhibitors; Glutaminase kidney isoform, mitochondrial (Homo sapiens), O94925; 410,000 tested, 0.21% active; also: potency is read from the fitted curve at half-maximal effect
Target sequence (O94925 whole entry, looked up, canonical isoform): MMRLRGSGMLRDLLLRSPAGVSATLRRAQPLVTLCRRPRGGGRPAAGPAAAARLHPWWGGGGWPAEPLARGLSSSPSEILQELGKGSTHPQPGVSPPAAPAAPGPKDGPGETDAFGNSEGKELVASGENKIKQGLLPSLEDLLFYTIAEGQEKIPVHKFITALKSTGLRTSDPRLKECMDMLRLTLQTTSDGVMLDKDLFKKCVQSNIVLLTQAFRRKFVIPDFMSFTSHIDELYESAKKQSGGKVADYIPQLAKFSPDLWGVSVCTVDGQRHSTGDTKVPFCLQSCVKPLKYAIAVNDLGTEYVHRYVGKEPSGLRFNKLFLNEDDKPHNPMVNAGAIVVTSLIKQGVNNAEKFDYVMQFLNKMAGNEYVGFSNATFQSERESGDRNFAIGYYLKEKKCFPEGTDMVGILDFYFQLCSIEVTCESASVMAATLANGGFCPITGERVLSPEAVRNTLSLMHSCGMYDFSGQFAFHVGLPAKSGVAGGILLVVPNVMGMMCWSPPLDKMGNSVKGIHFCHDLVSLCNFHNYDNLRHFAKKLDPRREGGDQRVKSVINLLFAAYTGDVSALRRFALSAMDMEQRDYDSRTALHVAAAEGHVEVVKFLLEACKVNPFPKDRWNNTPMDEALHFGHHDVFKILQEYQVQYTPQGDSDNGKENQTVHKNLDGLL
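Enzyme dispensed in phosphate buffer (45 mM, pH 8.2, 0.02% Tween-20), compounds pinned in, then 1 mM L-glutamine solution and the glutamate oxidase–HRP–Amplex Red mix added; fluorescence read immediately and again after 30 min at room temperature.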
PI4K2A inh – qHTS for small molecular inhibitors of PI4K2A. AID 1346378, 2018. 420,000 tested, 0.13% active. activity change, negative = inhibition, % at 76.9 µM. purified PI4K2A, ADP-Glo luminescence, 1 h; hits give low values; in the data active = activity change below about -50%; inconclusive = mostly about -30% to -49%;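 also: -100% = wells without enzyme as full effect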
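PI4K2A activity was measured by ADP-Glo luminescence: enzyme (4 ug/mL stock) and phosphatidylinositol (1.2 mM stock) in Tris pH 7.5/MgCl2/EGTA/Triton X-100 buffer were reacted with ATP (300 microM stock) for one hour at ambient temperature.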
12-LOX inh – Primary qHTS assay for inhibitors of human arachidonate 12S-lipoxygenase (ALOX12): Round 2. Potency, µM (top dose mostly 108 µM), for inactives: at the top dose activity change, negative = inhibition, usual class: inhibitors. Polyunsaturated fatty acid lipoxygenase ALOX12 (Homo sapiens), P18054. 580,000 tested, 1.1% active. purified 12hLO, xylenol orange hydroperoxide absorbance; also: potency is read from the fitted curve at half-maximal effect
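Hydroperoxide product was detected by ferrous iron/xylenol orange as the 573 to 405 nm absorbance ratio. Arachidonic acid at 40 uM (final) was turned over for 30 min at room temperature by 150 nM human 12hLO, pH 7.0 Hepes buffer, after 15 min compound preincubation.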
* hit, by the source's call; & = joins results of further samples; [ ] = another dose, or the depositor's remark. Unless noted, calls follow the shape of the dose curve; as a rule, active = well fitted inhibition curve with a large enough effect; inconclusive = small, poorly fitted or top-dose-only effect, or another doubt; inactive = no such curve, though single readings can be large or run the other way. Unless noted, % is scaled to controls: 0 for no effect and ±100 for the full control effect. An excerpt; the hit share may differ from the screen's.

COc1ccc(C(c2nnnn2-c2ccc(OC)cc2)N2CCC(n3c(=O)[nH]c4ccccc43)CC2)cc1 (centres undefined) was read as GLS inh 5%, PI4K2A inh -2 and 12-LOX inh inconclusive.
CC(C)(C)n1nnnc1C(CCc1ccccc1)N1CCC(n2c(=O)[nH]c3ccccc32)CC1 (centres undefined) was read as GLS inh 10%, PI4K2A inh 1 and 12-LOX inh -7%.
`O=C(NCC1=C(c2cccc3ccccc23)C[C@@H]2CC[C@H]1N2Cc1ccco1)c1ccc([N+](=O)[O-])cc1` gave GLS inh 1%, PI4K2A inh -4 and 12-LOX inh inconclusive.
Screening COc1nn(CSP(=S)(OC)OC)c(=O)s1 returned GLS inh 22%[99.4 µM], PI4K2A inh inactive and 12-LOX inh inconclusive.
CCC(c1nnnn1-c1ccc2c(c1)OCCO2)N1CCC(n2c(=O)[nH]c3ccccc32)CC1 (centres undefined) was read as GLS inh 12%, PI4K2A inh -3 and 12-LOX inh inconclusive.
`CC(C)C[C@@H]1COc2cc(N3CCN(C)CC3)ccc2S(=O)(=O)N1` gave GLS inh 0%, PI4K2A inh 1 and 12-LOX inh 0%.
Screening O=S(=O)(c1ccc(Cl)cc1)N1Cc2ccccc2-n2nncc2C1 returned GLS inh -6%, PI4K2A inh -3 and 12-LOX inh -15%.
c1cc2ccc3cccc4ccc(c1)c2c34 was read as GLS inh 0%[99.4 µM], PI4K2A inh inactive and 12-LOX inh -8%[57.4 µM].
`C=CCNC(=S)N1Cc2ccccc2-n2nncc2C1` gave GLS inh -5%, PI4K2A inh 0 and 12-LOX inh -7%.
For O=C(N[C@H]1N=C(c2ccccc2F)c2cccc3c2N(CC3)C1=O)c1cc2ccccc2[nH]1 the results were GLS inh -4%, PI4K2A inh -3 and 12-LOX inh -8%[22.9 µM].
Screening COc1ccc(OC(=O)N(C)C[C@@H]2OCc3cnnn3CCCC(=O)N([C@@H](C)CO)C[C@@H]2C)cc1 returned GLS inh 0%, PI4K2A inh 9 and 12-LOX inh -3%.
`Fc1cccc(-c2ccc3c(c2)CN(c2cccc(Cl)c2)Cc2cnnn2-3)c1` gave GLS inh 11%, PI4K2A inh -10 and 12-LOX inh 0%.
Screening CCCN(CCC)C(=O)Cc1c(-c2ccc(Cl)cc2)nc2ccc(Cl)cn12 returned GLS inh -14%, PI4K2A inh -2 and 12-LOX inh -15%[22.9 µM].
NC(Cc1ccccc1)c1csc(Nc2ccccn2)n1 (centres undefined) was read as GLS inh 10%, PI4K2A inh -4 and 12-LOX inh -1%.
For O=S1c2ccccc2-c2ccccc21 the results were GLS inh 3%, PI4K2A inh 7 and 12-LOX inh -23%.
CCC(c1nnnn1C1CCCC1)N1CCC2(CC1)C(=O)NCN2c1ccccc1 (centres undefined) was read as GLS inh 8%, PI4K2A inh 2 and 12-LOX inh -9%.
Screening CCOC(=O)[C@]12Cc3cc(Cl)ccc3[C@H]1N(C)C(=O)c1ccccc12 returned GLS inh inconclusive, PI4K2A inh -1 and 12-LOX inh -35%.
COc1ccc(-c2ccc3c(c2)CN(C(=O)NC2CCCCC2)Cc2cnnn2-3)cc1 was read as GLS inh -9%, PI4K2A inh -2 and 12-LOX inh -25%.
`C=CCN1Cc2ccccc2-n2nncc2C1` gave GLS inh 6%, PI4K2A inh -1 and 12-LOX inh 0%.
For CC(C)c1ccc(C(c2c(O)c3ccccc3oc2=O)c2c(O)c3ccccc3oc2=O)cc1 the results were GLS inh inconclusive, PI4K2A inh -1 and 12-LOX inh 7.1µM*.
`CC(=CCOc1ccc2ccc(=O)oc2c1)C1=CC(=O)C(C)(C)O1` gave GLS inh -10%, PI4K2A inh 7 and 12-LOX inh 5%.
Screening COc1ccc(-n2nnnc2C(CCc2ccccc2)N2CCC(n3c(=O)[nH]c4ccccc43)CC2)cc1 (centres undefined) returned GLS inh 17%, PI4K2A inh -2 and 12-LOX inh -22%.
For Brc1ccc2c(c1)CN(CC1CCCCC1)Cc1cnnn1-2 the results were GLS inh 4%, PI4K2A inh -3 and 12-LOX inh -19%.
`O=C1NCN(c2ccccc2)C12CCN(C(c1ccnc3ccccc13)c1nnnn1C1CCCCC1)CC2` (centres undefined) gave GLS inh -5%, PI4K2A inh -4 and 12-LOX inh 1%.
CN1OC[C@@H]2CN[C@H](c3ccc(Br)cc3)C[C@@H]21 was read as GLS inh 3%, PI4K2A inh -3 and 12-LOX inh 8%.
For CC(C)C[C@@H]1COc2cccc(N3CCN(C)CC3)c2S(=O)(=O)N1 the results were GLS inh 1%, PI4K2A inh 1 and 12-LOX inh inconclusive.
For Cn1cc(C=O)c2nccnc21 the results were GLS inh -3%, PI4K2A inh -4 and 12-LOX inh 1%.
`CCOC(=O)CNC(=O)N1Cc2cc(N3CCOCC3)ccc2-n2nncc2C1` gave GLS inh 7%, PI4K2A inh -4 and 12-LOX inh -80%.
CC(C)(C)n1nnnc1C(c1ccnc2ccccc12)N1CCC2(CC1)C(=O)NCN2c1ccccc1 (centres undefined) was read as GLS inh -7%, PI4K2A inh 2 and 12-LOX inh inconclusive.
For COc1ccc(-n2nnnc2C(c2ccnc3ccccc23)N2CCC(n3c(=O)[nH]c4ccccc43)CC2)cc1 (centres undefined) the results were GLS inh 5%, PI4K2A inh -1 and 12-LOX inh inconclusive.
`Nc1c(Cl)c(Cl)c(Cl)c(Cl)c1Cl` gave GLS inh 0%[99.4 µM], PI4K2A inh inactive and 12-LOX inh -8%[57.4 µM].
Screening COc1ccc(-n2nnnc2C(CCSC)N2CCC3(CC2)C(=O)NCN3c2ccccc2)cc1 (centres undefined) returned GLS inh 8%, PI4K2A inh 1 and 12-LOX inh -27%.
`C[C@H]1CN([C@@H](C)CO)C(=O)CCCn2nncc2CO[C@H]1CN(C)C(=O)Oc1ccc2ccccc2c1` gave GLS inh 5%, PI4K2A inh -2 and 12-LOX inh 0%.
For O=C1NCN(c2ccccc2)C12CCN(C(c1ccccc1)c1nnnn1-c1ccc3c(c1)OCCO3)CC2 (centres undefined) the results were GLS inh 20%, PI4K2A inh 2 and 12-LOX inh -15%.
`Cc1cccc(C)c1-n1nnnc1C(c1cccs1)N1CCC(n2c(=O)[nH]c3ccccc32)CC1` (centres undefined) gave GLS inh 7%, PI4K2A inh -2 and 12-LOX inh 8%.
Screening CC(C)(C)NC[C@H](O)c1ccc(O)cc1Cl returned GLS inh -6%, PI4K2A inh 4 and 12-LOX inh -6%[22.9 µM].
For CC(=O)OC1C(O)C2=C3C4(C)C1C(C)(C)C(=O)CC4C3(O)C(OC(C)=O)C1(CC1C)C2=O (centres undefined) the results were GLS inh -19%, PI4K2A inh 3 and 12-LOX inh -27%.
CSCCC(c1nnnn1C1CCCC1)N1CCC(n2c(=O)[nH]c3ccccc32)CC1 (centres undefined) was read as GLS inh 2%, PI4K2A inh 1 and 12-LOX inh inconclusive.
Screening CS(=O)(=O)c1ccc(C2=C(CNC(=O)c3cccs3)[C@H]3CC[C@@H](C2)N3CCOc2ccccc2)cc1 returned GLS inh 13%, PI4K2A inh 4 and 12-LOX inh -9%.
O=C(O)c1nn(Cc2ccc(Cl)cc2)c2ccccc12 was read as GLS inh -1%, PI4K2A inh 1 and 12-LOX inh inconclusive.
For C1CN(P2(N3CC3)=NP(N3CC3)(N3CC3)=NP(N3CC3)(N3CC3)=N2)CCO1 (centres undefined) the results were GLS inh 1%&-7%, PI4K2A inh -6 and 12-LOX inh -3%.
`N#Cc1ccc(NC(=S)N2Cc3ccccc3-n3nncc3C2)cc1` gave GLS inh 6%, PI4K2A inh 2 and 12-LOX inh inconclusive.
`O=S(=O)(O)C(F)(F)C(F)(F)C(F)(F)C(F)(F)F` gave GLS inh 15%[99.4 µM], PI4K2A inh inactive and 12-LOX inh -8%[57.4 µM].
COc1ccccc1CN1CCNCC1 was read as GLS inh -7%, PI4K2A inh 5 and 12-LOX inh inconclusive.
`COc1ccc(-n2nnnc2C(C2CC2)N2CCC3(CC2)C(=O)NCN3c2ccccc2)cc1` (centres undefined) gave GLS inh 11%, PI4K2A inh 0 and 12-LOX inh -17%.

Reprinted at random: six compounds from above, in no set order.
For O=C1NCN(c2ccccc2)C12CCN(C(c1ccccc1)c1nnnn1-c1ccc3c(c1)OCCO3)CC2 (centres undefined) the results were GLS inh 20%, PI4K2A inh 2 and 12-LOX inh -15%.
`Cc1cccc(C)c1-n1nnnc1C(c1cccs1)N1CCC(n2c(=O)[nH]c3ccccc32)CC1` (centres undefined) gave GLS inh 7%, PI4K2A inh -2 and 12-LOX inh 8%.
For C1CN(P2(N3CC3)=NP(N3CC3)(N3CC3)=NP(N3CC3)(N3CC3)=N2)CCO1 (centres undefined) the results were GLS inh 1%&-7%, PI4K2A inh -6 and 12-LOX inh -3%.
`Nc1c(Cl)c(Cl)c(Cl)c(Cl)c1Cl` gave GLS inh 0%[99.4 µM], PI4K2A inh inactive and 12-LOX inh -8%[57.4 µM].
COc1ccccc1CN1CCNCC1 was read as GLS inh -7%, PI4K2A inh 5 and 12-LOX inh inconclusive.
Screening CC(C)(C)NC[C@H](O)c1ccc(O)cc1Cl returned GLS inh -6%, PI4K2A inh 4 and 12-LOX inh -6%[22.9 µM].

Other entries:
`CS(=O)(=O)c1ccc(C2=C(CNC(=O)c3ccc([N+](=O)[O-])cc3)[C@H]3CC[C@@H](C2)N3Cc2ccccc2)cc1` gave GLS inh 8%, PI4K2A inh 0 and 12-LOX inh -14%.
`N#CC1c2ccccc2C=CN1C(=O)c1ccc(N(CCCl)CCCl)cc1` (centres undefined) gave GLS inh 3%, PI4K2A inh 3 and 12-LOX inh -2%.
CCC1(CCC(C)C)C(=O)NC(=O)N(c2ccccc2)C1=O (centres undefined) was read as GLS inh -16%, PI4K2A inh 4 and 12-LOX inh 7%.
`O=C1NCN(c2ccccc2)C12CCN(C(c1cc3ccccc3o1)c1nnnn1C1CCCCC1)CC2` (centres undefined) gave GLS inh 4%, PI4K2A inh -13 and 12-LOX inh -35%.
For O=C(NCCN1CCC(n2c(=O)[nH]c3ccccc32)CC1)c1ccc2ccccc2c1 the results were GLS inh 2%, PI4K2A inh 0 and 12-LOX inh inconclusive.
Screening Cc1ccc(CN2Cc3ccc(Br)cc3-n3nncc3C2)cc1 returned GLS inh 14%, PI4K2A inh -3 and 12-LOX inh -6%.
Cc1ccc(-n2c(=S)[nH]c3ccc(C)cc3c2=O)cc1 was read as GLS inh 1%, PI4K2A inh -6 and 12-LOX inh -1%.
Screening COc1ccc(NC(=O)N2Cc3ccccc3-n3nncc3C2)cc1 returned GLS inh 11%, PI4K2A inh 2 and 12-LOX inh -2%.
Nc1cc(C(=O)Nc2ccccc2F)ccc1N1CC2CC(C1)c1cccc(=O)n1C2 (centres undefined) was read as GLS inh 1%, PI4K2A inh 1 and 12-LOX inh 2%.
Screening CCOC(=O)[C@]12Cc3ccc4ccccc4c3[C@H]1N(Cc1ccccc1)C(=O)c1ccccc12 returned GLS inh -6%, PI4K2A inh -1 and 12-LOX inh -20%.
`Cc1ccc2n1Cc1cnnn1-c1ccccc1-2` gave GLS inh -3%, PI4K2A inh 0 and 12-LOX inh -27%.
CCOC(=O)c1cccc(C2=C(CNC(=O)c3cccnc3)[C@H]3CC[C@@H](C2)N3Cc2ccccc2)c1 was read as GLS inh 3%, PI4K2A inh -4 and 12-LOX inh 3%.
CC[C@H](C)[C@@H]1NC(=O)CNC(=O)c2csc(n2)[C@H](C(C)(C)O)OC(=O)C(C)(C)[C@H](CCCC(C)(Cl)Cl)OC(=O)c2csc1n2 was read as GLS inh -5%, PI4K2A inh -1 and 12-LOX inh 13%.
